# Compound activity: PubChem BioAssay, National Center for Advancing Translational Sciences (NCATS)
# JMJD2E inh: inhibitors of human JMJD2E histone demethylase; B2RXH2; JMJD2E catalytic domain, FDH-coupled NADH fluorescence (FDH is formaldehyde dehydrogenase); Potency, µM (doses to about 57.1 µM), without a hit: top-dose activity change, negative = inhibition, hits mostly inhibitors; 1.6% of 230,000 active; AID 2147; active means well fitted inhibition curve with a large enough effect, not every such curve was filed as active; inconclusive means small, poorly fitted or top-dose-only effect, or another doubt; inactive means no such curve, though single readings can be large or run the other way;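 further: 0% = wells with enzyme and -100% = buffer wells without enzyme; nearly all actives have a fitted effect of over 50% in size; many of its hits are not listed in these tables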
# aGlu spleen mod: inhibitors or activators of human alpha-glucosidase in spleen homogenate | 0.006% of 240,000 active | P10253 | human spleen homogenate, 4-MU-alpha-glucoside fluorescence | Potency, µM (series often up to 79.9 µM), for the others: top-dose activity change, negative = inhibition, most hits filed as inhibitors;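 further: 0% = enzyme with vehicle and -100% = no enzyme basal signal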
#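 Compounds were titrated against alpha-glucosidase in spleen homogenate at pH 5.0, with 1 mM 4-methylumbelliferyl substrate for 40 min at 37 C. Reactions were quenched with pH 10 NaOH/glycine and fluorescence measured.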
# GLA spleen mod: alpha-galactosidase A (human) modulation | 0.008% of 240,000 active | Potency, µM (top dose mostly 80 µM), for the others: at the top dose activity change, negative = inhibition, hits mostly inhibitors | human spleen homogenate, 4MU-alpha-Gal fluorescence, 40 min;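 further: 0% = enzyme with vehicle and -100% = no enzyme basal signal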
# Target sequence (P06280 32-429 limits assumed): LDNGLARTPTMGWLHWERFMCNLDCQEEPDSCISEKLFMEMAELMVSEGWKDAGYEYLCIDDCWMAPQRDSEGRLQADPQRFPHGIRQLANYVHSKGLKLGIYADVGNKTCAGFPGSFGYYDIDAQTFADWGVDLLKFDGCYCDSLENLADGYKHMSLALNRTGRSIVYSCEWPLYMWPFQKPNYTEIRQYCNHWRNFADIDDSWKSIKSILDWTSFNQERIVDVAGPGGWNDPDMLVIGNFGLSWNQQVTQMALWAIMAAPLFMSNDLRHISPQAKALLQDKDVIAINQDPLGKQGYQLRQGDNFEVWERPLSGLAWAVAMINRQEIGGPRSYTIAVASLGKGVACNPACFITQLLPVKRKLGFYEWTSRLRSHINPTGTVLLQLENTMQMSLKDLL
#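 Inhibition or activation of alpha-galactosidase in human spleen homogenate is scored by 4-MU fluorescence after 40 min at 37C, pH 5.0, with 1 mM substrate. AC50s come from concentration-response fitted to the Hill equation.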
# GAA glycogen: alters human alpha-glucosidase cleavage of glycogen | P10253 | recombinant GAA, glycogen substrate, Amplex Red glucose oxidase fluorescence | Potency, µM (series often up to 76.4 µM), for the others: at the top dose activity change, negative = inhibition, most hits filed as inhibitors | 0.38% of 300,000 active | AID 2100;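 further: 0% = full enzyme reaction and -100% = no-enzyme basal signal; the screen sought inhibitors and activators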
#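 Recombinant human enzyme (4 nM); glycogen substrate; 37 C, 40 min, pH 5.0. Readout: coupled glucose oxidase/Amplex Red fluorescence.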
# ALDH1A1 block: ALDH1A1 (human) enzyme inhibition; P00352; Purified ALDH1A1, NADH fluorescence, propionaldehyde substrate; AID 1030; 7.3% of 220,000 active; Potency, µM (top dose mostly 75.3 µM), for inactives: at the highest dose activity, negative = inhibition, actives largely listed as inhibitors; active means well fitted inhibition curve with a large enough effect, not every such curve was filed as active; inconclusive means small, poorly fitted or top-dose-only effect, or another doubt; inactive means no such curve, though single readings can be large or run the other way;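 further: plate controls were no enzyme wells and a reference inhibitor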
# Target sequence (P00352 whole entry, looked up): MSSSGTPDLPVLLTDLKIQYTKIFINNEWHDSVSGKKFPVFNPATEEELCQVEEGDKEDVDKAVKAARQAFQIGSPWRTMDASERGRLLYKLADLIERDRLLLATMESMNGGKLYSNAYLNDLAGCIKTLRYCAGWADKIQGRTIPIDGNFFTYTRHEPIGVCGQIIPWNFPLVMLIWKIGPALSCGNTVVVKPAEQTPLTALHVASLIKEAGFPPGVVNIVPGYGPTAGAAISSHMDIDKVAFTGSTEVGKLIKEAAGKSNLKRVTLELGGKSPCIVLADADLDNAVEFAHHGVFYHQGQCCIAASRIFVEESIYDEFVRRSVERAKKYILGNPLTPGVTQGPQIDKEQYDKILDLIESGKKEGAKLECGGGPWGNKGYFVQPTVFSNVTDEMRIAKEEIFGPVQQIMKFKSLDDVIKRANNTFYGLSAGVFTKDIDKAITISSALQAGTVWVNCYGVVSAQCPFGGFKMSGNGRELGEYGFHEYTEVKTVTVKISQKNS
# RGS12 GoLoco inh: inhibitors of human Gai1-RGS12 GoLoco interaction (red fluorophore); Potency, µM (titrated, usually from 61.6 µM), for inactives: top-dose activity, negative = inhibition, hits mostly inhibitors; P63096; 0.44% of 230,000 active; Gai1:RGS12 GoLoco peptide FP, rhodamine, 10 min; AID 880; active means well fitted inhibition curve with a large enough effect, not every such curve was filed as active; inactive means no such curve, though single readings can be large or run the other way; further: on the % scale 0 is the no-effect control and ±100 the full control effect; nearly all actives have a fitted effect of over 30% in size; many of its hits are not listed in these tables
# SMN2 splice enh: enhancers of SMN2 splice variant expression | HEK293 SMN2-luciferase splicing reporter, luminescence, 30-36 h | Potency, µM (series often up to 46.1 µM), for inactives: at the highest dose activity change, positive = activation, actives largely listed as activators | 2.8% of 210,000 active | AID 1458; further: % of control where 0% means no effect; nearly all actives have a fitted effect of over 55% in size
#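 qHTS luciferase splicing reporter: luminescence rises when SMN2 exon 7 is included in transfected HEK293 cells. Compound exposure lasted 30-36 h at 37C, with 4.5 mM final sodium butyrate as control, followed by a ONE-Glo read.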
# GAA inh: inhibitors of human lysosomal alpha-glucosidase | purified human GAA, 4-MU-alpha-glucoside fluorescence | Potency, µM (top dose mostly 76.9 µM), for inactives: at the top dose activity change, negative = inhibition, usual class: inhibitors | 0.005% of 200,000 active | AID 1466;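 further: plate controls were uninhibited enzyme wells for no effect and no-enzyme background for full effect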
#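 Read-out is 4-methylumbelliferone fluorescence (Ex 365/Em 440 nm) after NaOH/glycine stop at pH 10. Enzyme 4 nM, substrate 400 uM, pH 5.0 citrate buffer, 20 min room temperature; AC50 from Hill-equation concentration-response.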
# Numbers without * were called inactive; ? = inconclusive; · = not tested or not shown; [ ] = remark or other dose. Unless noted, the call rests on the fitted dose curve; in most records, active means well fitted curve in the direction sought with a large enough effect; inconclusive means small, poorly fitted or top-dose-only effect, or another doubt; inactive means no such curve, though single readings can be large; an effect the other way counts as inactive or inconclusive. Potency means the concentration at half of the fitted maximal effect.
JMJD2E inh	aGlu spleen mod	GLA spleen mod	GAA glycogen	ALDH1A1 block	RGS12 GoLoco inh	SMN2 splice enh	GAA inh	SMILES
-11%	-13%	11%	1%	8%	0%	-11%	6%	NC(=O)N(CCC(=O)O)c1ccccc1
-2%	-9%	-15%	6%	·	1%	·	·	CC(=O)Nc1ccc(NS(=O)(=O)c2ccc(C)cc2)cc1[N+](=O)[O-]
8%	-3%	-12%	-1%	?	10%	-22%	3%	Cc1csc(NC(=O)C2CCN(C(=O)c3ccccc3C)CC2)n1
9%	0%	3%	10%	23%	-1%	4%	-2%	CC1CC(NC(=O)C2(C)CC2(Cl)Cl)CC(C)(C)C1 (stereo not given)
10%	-4%	4%	-5%	-11%	12%	1%	1%	COCCn1c(=NC(=O)c2ccco2)sc2cc(C(=O)OC)ccc21
-21%	-7%	4%	11%	-10%	12%	0%	5%	O=C(CCN1C(=O)C2C3C=CC(C3)C2C1=O)Oc1ccc2ccccc2c1 (stereo not given)
-17%	-4%	-8%	-2%	·	-63%	·	·	Cc1cccc2c(=O)cc(C(F)(F)F)[nH]c12
5%	3%	5%	-2%	-10%	3%	·	-8%	O=[N+]([O-])c1ccc2oc(C3CCCCC3)nc2c1
-4%	2%	-2%	-4%	0.35µM*	6%	-44%[inhibitor]	0%	CN(Cc1ccc(Cl)s1)C(=O)CCl
2%	2%	2%	9%	0.045µM*	-18%	-32%[inhibitor]	-8%	COC(=O)c1ccc(Oc2nc3c(c(=O)n(C)c(=O)n3C)n2CCC(C)C)cc1
2%	5%	6%	1%	3%	10%	-7%	11%	COc1ccc(/C=N/n2c(C)nc3sc(C)c(C)c3c2=O)cc1OC
76%[activator]	-3%	-2%	0%	0%	11%	-2%	-3%	CC(C)CNC(=O)C(=O)NN=C1CCCCCC1
3%	4%	-1%	-15%	12%	16%	7%	6%	CN=C1SC(CC(=O)Nc2ccc(F)cc2F)C(=O)N1/N=C/c1ccc(OC(F)F)c(OC)c1 (stereo not given)
·	-6%	5%	·	-8%	3%	-8%	·	COCC(=O)N1CCC[C@@]2(CCN(Cc3ccc(C#N)cc3)C2)C1
-3%	2%	-4%	7%	11%	3%	·	·	CCO[C@H]1OC(C(=O)N2CCOCC2)=C[C@@H](c2ccc3c(c2)OCO3)[C@@H]1CCCO
5%	-4%	3%	-6%	-15%	22%	·	-1%	COc1ccc(C2c3ccc(O)cc3Oc3ncn4nc(-c5cccnc5)nc4c32)cc1OC (stereo not given)
-2%	5%	-5%	-7%	-9%	16%	19%	-2%	CC1=CCC2C(=O)N(c3ccc(C)cc3)C(=O)C2C1 (stereo not given)
-2%	-7%	5%	0%	18%	3%	15%	-1%	N/C(=N\OC(=O)COc1ccc(Br)cc1)c1cccnc1
1%	-6%	-14%	15%	3%	-11%	·	-4%	CCOC(=O)C(=O)Nc1nnc(COc2ccccc2)s1
-1%	-4%	4%	·	-11%	3%	4%	·	C=C1C(=O)OC2C[C@@]3(C)CCCC(C)C3=CC12 (stereo not given in full)
4%	1%	1%	3%	-6%	13%	-11%	-3%	Cc1ccc(N2C(=O)CC(n3ccnc3)C2=O)cc1C (stereo not given)
-1%	3%	6%	-5%	·	-3%	·	·	COc1ccc(CNC(=O)C(c2ccncc2)N(C(=O)Cc2cccs2)c2cccnc2)cc1 (stereo not given)
?	7%	2%	6%	-8%	0%	-15%	4%	CCOC(=O)c1ccc(NS(=O)(=O)c2ccc(Cl)nc2)cc1
?	-12%[29.1 µM]	-10%[29.1 µM]	·	-5%[20.9 µM]	8%[21.6 µM]	-81%[inhibitor][20.6 µM]	·	CN(Cc1cnc2nc(N)nc(N)c2n1)c1ccc(C(=O)N[C@H](CCC(=O)O)C(=O)O)cc1

# Structures from the list above that have an aryl methoxy group, in the order listed:
JMJD2E inh	aGlu spleen mod	GLA spleen mod	GAA glycogen	ALDH1A1 block	RGS12 GoLoco inh	SMN2 splice enh	GAA inh	SMILES
2%	5%	6%	1%	3%	10%	-7%	11%	COc1ccc(/C=N/n2c(C)nc3sc(C)c(C)c3c2=O)cc1OC
3%	4%	-1%	-15%	12%	16%	7%	6%	CN=C1SC(CC(=O)Nc2ccc(F)cc2F)C(=O)N1/N=C/c1ccc(OC(F)F)c(OC)c1 (stereo not given)
5%	-4%	3%	-6%	-15%	22%	·	-1%	COc1ccc(C2c3ccc(O)cc3Oc3ncn4nc(-c5cccnc5)nc4c32)cc1OC (stereo not given)
-1%	3%	6%	-5%	·	-3%	·	·	COc1ccc(CNC(=O)C(c2ccncc2)N(C(=O)Cc2cccs2)c2cccnc2)cc1 (stereo not given)

# More structures follow:
JMJD2E inh	aGlu spleen mod	GLA spleen mod	GAA glycogen	ALDH1A1 block	RGS12 GoLoco inh	SMN2 splice enh	GAA inh	SMILES
8%	0%	5%	-6%	-5%	5%	·	·	CCn1c(=NC(=O)c2cccc(N3C(=O)CCC3=O)c2)sc2c(OC)ccc(OC)c21
?	-4%	-4%	-3%	?	7%	2%	4%	CCCCn1nc2cc(C(=O)NCc3ccccc3OC)ccc2c1OCC
?	1%	0%	1%	-9%	0%	6%	-4%	COc1ccc(OC)c(C2C(C(=O)c3cccs3)=C(O)C(=O)N2CCN(C)C)c1 (stereo not given)
-3%	-5%	2%	8%	-3%	6%	-14%	0%	Cc1c(C(=O)Nc2nnc(C(F)(F)F)s2)oc2ccccc12
-2%	3%	0%	4%	2%	-4%	-2%	-2%	Cc1ccc(CNC(=O)C2c3ccccc3C(=O)N(C)C2c2c[nH]c3ccccc23)o1 (stereo not given)
?	-6%	-1%	-3%	?	5%	3%	?	CCCS(=O)(=O)c1c(S(=O)(=O)CCC)c2cc(CC)ccn2c1C(=O)OC
4%	-9%	1%	-10%	?	-8%	5%	-9%	CC(C)COc1cccc(C(=O)Nc2ccc(S(=O)(=O)N3CCOCC3)cc2)c1
-1%	-2%	0%	3%	-18%	13%	-83%[inhibitor]	-4%	CCSc1nnc(NC(=O)CSc2nc3c(c(=O)n2C)SC(C)C3)s1 (stereo not given)
?	0%	8%	-21%	0.25µM*	-7%	19%	-12%	Cc1nn(-c2ccccc2)c2c1C1(C(=O)N3c4c(cccc41)C(C)CC3(C)C)C(C#N)=C(N)O2 (stereo not given)
-2%	8%	3%	12%	-8%	20%	·	·	Cc1ccccc1Nc1nc(-c2cccnc2)nc2ccccc12
-3%	2%	10%	-1%	1%	37%[activator]	-37%[inhibitor]	6%	COc1ccc2nc(/N=C(\N)NC(=O)N3c4ccccc4Sc4ccccc43)nc(C)c2c1
?	-2%	-4%	-3%	?	6%	-64%[inhibitor]	-3%	COc1ccc(-c2nnn(CC(=O)NCc3cccs3)n2)cc1OC
-5%	5%	4%	-6%	-7%	7%	-18%	-10%	COc1ccc(OC)c(NC(=S)NN2CCN(C)CC2)c1
?	-2%	-2%	-3%	-3%	-6%	?	-10%	O=C(COc1ccccc1)Nc1cccc(-c2nnc(-c3ccccc3)o2)c1
9%	-3%	0%	-11%	-3%	1%	1%	-6%	Cc1cccc(NC(=O)C2CCCN2C(=O)Oc2ccccc2)c1 (stereo not given)
3%	-2%	0%	-5%	3%	7%	1%	?	CCOC1OC2C(CO)OC(n3cnc4c(N)ncnc43)C2O1 (stereo not given)
15%	6%	7%	-5%	13%	6%	·	2%	NC(=O)CS(=O)(=O)c1ccc(Cl)cc1
6%	5%	7%	-6%	-7%	-3%	-5%	2%	CC1CC(C(F)(F)F)n2ncc(C(=O)O)c2N1 (stereo not given)
-11%	0%	5%	-8%	-15%	-2%	1%	?	CCCOc1ccc([C@@H]2C3CN(C(=O)OCC)CC=C3C(C#N)=C(N)C2(C#N)C#N)cc1OC (stereo not given in full)
3%	-3%	-4%	3%	5%	8%	-17%	5%	O=C(COc1ccc(Cl)cc1Cl)NN1C(=O)/C(=C\c2ccc(Cl)cc2)SC1=S
-4%	-12%	6%	4%	17%	70%[activator]	11%	-3%	Cn1/c(=N/NC(=O)c2cccc(OC(F)F)c2)sc2ccccc21
1%	7%	5%	0%	-7%	5%	21%	-14%	Cc1ccc(SCc2nc(-c3ccccc3)no2)cc1
-15%	·	4%	0%	10%	6%	2%	2%	O=C(Nc1cccc(C(F)(F)F)c1)c1scc2c1OCCO2
5%	1%	3%	2%	·	-2%	·	·	O=C(Nc1cccnc1)c1cc(-c2cc(Cl)ccc2O)n[nH]1
?	5%	22%	-6%	?	17%	11µM*	?	COc1ccc2nc(SCc3ccccc3)nc(C)c2c1
6%	4%	3%	2%	4%	·	·	-2%	Cc1ccc(-c2nc3ccccc3o2)cc1NC(=S)NC(=O)c1cccs1
-17%	4%	-25%	18%	?	12%	-15%	-14%	Cc1cc(C)n(-c2nc(SCCN(C)C)c3c4c(sc3n2)COC(C)(C)C4)n1
0%	-13%	-15%	-17%	?	2%	4%	-3%	COCCNC(=O)c1ccc2ccccc2n1
6%	-3%	-1%	-18%	12%	-1%	-22%	2%	COc1ccc(Nc2cc(C(=O)NCCCN3CCOCC3)c3ccccc3n2)c(OC)c1
9%	1%	-7%	-4%	?	11%	·	-12%	CCOc1ccc(C(=S)N2CCCC2)cc1
-7%	0%	-2%	-4%	-5%	5%	-10%	-1%	CC1(C)Cc2c(c(N3CCOCC3)nc3snc(NC(=O)c4ccccc4)c23)CO1
2%	3%	-2%	-3%	·	33%[activator]	·	·	Cc1cc(C)n(-c2ccc(C(=O)Nc3ccc(C)c(S(=O)(=O)N4CCOCC4)c3)cc2)n1
-5%	4%	-3%	-4%	0%	7%	?	2%	CC(C)c1ccc(C(=O)NNC(=O)C2CC=CCC2C(=O)O)cc1 (stereo not given)
3%	-20%	-23%	-3%	-5%	8%	11%	2%	CCC(=O)N1CCc2cc(S(=O)(=O)CCC(=O)NC(C)CC)ccc21 (stereo not given)
?	-4%	-11%	20%	-6%	-10%	-19%	-9%	O=C(Nc1ccccn1)C(F)(F)C(F)(F)C(F)(F)C(F)(F)C(=O)Nc1ccccn1
?	-2%	-2%	0%	?	-17%	-5%	5%	CC(Oc1ccccc1)c1ccnc2nc(/N=C/N(C)C)nn12 (stereo not given)
16%	-4%	-2%	8%	·	4%	·	·	Cc1ccc(S(=O)(=O)NNC(=O)CC#N)cc1
6%	-4%	-3%	5%	10µM*	-5%	·	3%	COc1ccc(-c2[nH]ncc2CN(C)CCc2c(C)n[nH]c2C)c(F)c1
1%	-2%	2%	-5%	-12%	-9%	3%	3%	Nc1ccc2c(c1)CC(=O)c1ccccc1S2

# Not all compounds are listed (hit frequency here may not be typical).
